RNase H inhibition = RNase H inhibition, HIV 1 Gag Pol polyprotein, FRET biochemical assay, screening (AID 372); HIV-1 RT RNase H, FRET RNA/DNA substrate fluorescence; higher % means a stronger effect; one-dose inhibition, % at 10 µM; IC50 in µM for titrated hits; 0.77% of 100,000 active; in the data active = inhibition above about 50%
* = called active by the depositor. Only part of the results is shown (hit frequency here may not be typical).

structure	RNase H inhibition
N=C1S/C(=C\c2ccc(-c3ccccc3C(=O)O)o2)C(=O)N1c1ccc2c(c1)OCO2	2.0%
CCOC(=O)c1ccc(N2C(=O)CC(NCCc3ccc(OC)c(OC)c3)C2=O)cc1 (stereo not drawn)	1.0%
CC1=NN(C(=O)CSc2ccccn2)C(C)(O)C1 (stereo not drawn)	4.0%
Cc1cccc2c1[nH]c1nc(N/N=C\c3ccc(-c4ccc(Br)cc4)o3)nnc12	1.0%
O=C(Nc1ccccc1CO)c1cccc(F)c1	8.0%
COc1cc(C(=O)Nc2ccc(I)cc2Cl)cc(OC)c1OC	9.0%
COc1ccccc1NC(=O)Cc1ccccc1[N+](=O)[O-]	0.0%
Cc1ccc(NCC(=O)n2c3ccccc3c3ccccc32)cc1C	18.0%

structure	RNase H inhibition
Cc1ccc(-c2csc(NC(=O)C34CC5CC(CC(C5)C3)C4)n2)cc1	9.0%
O=[N+]([O-])c1ccccc1S(=O)(=O)Nc1cccc(Cl)c1	8.0%
Cc1ccc(NC(=O)c2ccc(-c3cccc(Cl)c3)o2)c([N+](=O)[O-])c1	9.0%
COc1c(Cl)cc(C(=O)NC(C)(C)C)cc1Cl	8.0%
O=C(CCCOc1ccccc1)Nc1ccc2c(c1)OCO2	7.0%
Cc1cc(N2CCN(C(=O)c3cc(F)c(F)cc3[N+](=O)[O-])CC2)c(F)cc1[N+](=O)[O-]	7.0%
O=c1[nH]c(/C=C/c2ccc(OCc3ccccc3)cc2)c([N+](=O)[O-])c(=O)[nH]1	16.0%
Brc1ccccc1-c1nc2c3c4c(sc3ncn2n1)CCCC4	2.0%

structure	RNase H inhibition
O=C1C(=O)N(Cc2ccccc2)C2C=CC=CC12 (stereo not drawn)	15.0%
Brc1ccccc1CN1CCN(CC2CC=CCC2)CC1 (stereo not drawn)	13.0%
CCOCCOC(=O)C1=C(C)NC2=C(C(=O)CCC2)C1c1ccc(OC(C)=O)cc1 (stereo not drawn)	9.0%
CCOc1ccc(/C=N/NS(=O)(=O)c2ccc(C)cc2)cc1OCC	12.0%
CCCCNC(=O)C(=O)Nc1cc(C)ccc1C	0.0%
O=C(NCCCn1ccnc1)Nc1ccc(Cl)c(Cl)c1	8.0%
Cc1ccc(N(CC(=O)Nc2ccccc2F)S(=O)(=O)c2ccc(F)cc2)cc1	0.0%
CN1C(=O)C(=Cc2cc(Cl)c(O)c(Cl)c2)C(=O)N(C)C1=S	2.0%

structure	RNase H inhibition
O=C(COc1ccccc1[N+](=O)[O-])N=Nc1c(O)[nH]c2ccccc12	5.0%
O=Cc1cc(Br)c(Sc2ccc(Cl)cc2)o1	35.0%
Cc1ccc(C(=O)CSc2nnc(N)s2)c(C)c1	4.0%
NC1=NC(=O)/C(=C/c2ccccc2OCCOc2ccccc2Cl)S1	15.0%
CCOCCOC(=O)c1ccc(NC(=O)c2cc(OC)c(OC)c(OC)c2Br)cc1	13.0%
CCOc1ccc(/C=C/C(=O)Nc2cc([N+](=O)[O-])ccc2C)cc1OC	0.0%
O=[N+]([O-])c1ccc(/C(=N/O)N(C2CCCCC2)C2CCCCC2)cc1	16.0%
CCN(CC)CCCCCCOc1ccc(C(C)(C)C)cc1	15.0%

5 structures out of the list, sorted by length of the SMILES, falling.
structure	RNase H inhibition
CCOCCOC(=O)C1=C(C)NC2=C(C(=O)CCC2)C1c1ccc(OC(C)=O)cc1 (stereo not drawn)	9.0%
CCOc1ccc(/C=C/C(=O)Nc2cc([N+](=O)[O-])ccc2C)cc1OC	0.0%
O=C1C(=O)N(Cc2ccccc2)C2C=CC=CC12 (stereo not drawn)	15.0%
O=Cc1cc(Br)c(Sc2ccc(Cl)cc2)o1	35.0%
CCCCNC(=O)C(=O)Nc1cc(C)ccc1C	0.0%

The listing continues.
structure	RNase H inhibition
CC(=O)N/C(=C\c1ccccc1)C(=O)NCC(=O)O	6.0%
CCNC(=O)N1c2cc(C)ccc2C(C)=CC1(C)C	16.0%
O=C(O)c1cccc(Nc2nc(-c3cccs3)cs2)c1	2.0%
Cc1c(C(=O)NC2CC2)cccc1[N+](=O)[O-]	4.0%
O=C(Nc1cccc(Cl)c1)O/N=C\c1ccc(Br)cc1	9.0%
Cc1ccc(C)c(NC(=O)CN(c2ccc(C)c(Cl)c2)S(C)(=O)=O)c1	7.0%
O=C1SC(Nc2ccc(I)cc2)C(=O)N1c1ccccc1 (stereo not drawn)	6.0%
COc1ccc(CCNc2cc(N3CCN(S(C)(=O)=O)CC3)ccc2[N+](=O)[O-])cc1OC	0.0%

structure	RNase H inhibition
CC(=O)Nc1ccccc1NC(=O)COc1ccc(C)cc1	21.0%
CC1=C(C(=O)OCCc2ccccc2)C(c2ccc(N(C)C)cc2)C2=C(CC(c3ccc(Cl)cc3)CC2=O)N1 (stereo not drawn)	18.0%
CC1(C)Cc2c(sc3nc(SCCOc4ccccc4)n(-c4ccccc4)c(=O)c23)CO1	10.0%
Cc1ccc(-c2nc3cc(N)ccc3o2)cc1Br	43.0%
Cc1cc(C=O)c(C)n1-c1ccc(Cl)c(C(=O)O)c1	2.0%
Cc1ccc(NCC(=O)N/N=C\c2ccc[nH]2)cc1	13.0%
C=CCc1cccc(/C=N/NC(=O)CCC(=O)Nc2ccccc2C)c1O	4.0%
O=C(O)c1cc([N+](=O)[O-])ccc1NCc1cccnc1	0.0%

structure	RNase H inhibition
O=C(c1cccc(F)c1)N1CCN(c2cc(N3CCCCC3)c(F)cc2[N+](=O)[O-])CC1	16.0%
Cc1cc(Cl)ccc1OC(C)C(=O)Nc1c(Cl)cccc1Cl (stereo not drawn)	2.0%
CCOC(=O)c1c(NC(=O)C2CCCCC2)sc(C(=O)N(CC)CC)c1C	6.0%
C=CCCCC(=O)Nc1ccc(-c2ccc(NC(=O)CCCC=C)cc2)cc1	2.0%
O=C1CNC(=O)c2c(ncn2Cc2ccccc2)N1	2.0%
O=C(c1ccc([N+](=O)[O-])cc1)N1CCN(Cc2cccc(F)c2)CC1	11.0%
CCOC(=O)c1c(NC(=O)c2cc(-c3ccc(Cl)s3)nc3ccccc23)sc(C(N)=O)c1C	8.0%
CCOC(=O)C1C(=O)CC(C)(O)C(C(=O)OCC)C1c1cccc(Cl)c1 (stereo not drawn)	0.0%

structure	RNase H inhibition
Cc1cccc(NC(=O)CCCOc2ccccc2)c1	8.0%
Cc1cc(OCC(=O)NNC(=O)CCCCCN2C(=O)c3ccccc3C2=O)cc(C)c1Cl	4.0%
CC(=O)Nc1ccc(NS(=O)(=O)c2ccc(NC(C)=O)cc2)cc1	11.0%
O=C(Nc1cc2cc(Cl)ccc2oc1=O)c1ccccc1	14.0%
COc1ccc(/C=N\N2CCN(c3ccccc3)CC2)c(OC)c1OC	9.0%
O=C(Nc1ccc(N2CCOCC2)cc1)c1ccc(F)cc1	4.0%
COc1ccc(/C=C2\SC(c3ccc(C)cc3)=NC2=O)cc1Br	0.0%
O=C(CN1C(=O)/C(=C/c2cccc(Br)c2)SC1=S)NN1CCOCC1	6.0%

structure	RNase H inhibition
O=C1CC(Nc2ccccc2)C(=O)N1c1ccc(Br)cc1 (stereo not drawn)	0.0%
CC1=NC2(CCCc3c2no[n+]3[O-])N(O)C1(C)C (stereo not drawn)	11.0%
O=[N+]([O-])c1ccc(OC(CNS(=O)(=O)c2ccc(Cl)cc2)c2ccccc2)cc1 (stereo not drawn)	35.0%
COc1cc(C(=O)Nc2ncc3c(n2)CC(C)(C)CC3=O)cc(OC)c1OC	0.0%
O/N=C/c1ccc(OCc2ccccc2)cc1	4.0%
CCOC(=O)C1=C(C)N=c2s/c(=C\c3ccc(OC)c(Br)c3)c(=O)n2C1c1ccc(C)cc1 (stereo not drawn)	13.0%
Cc1ccc(-c2cc(C(=O)N3CCC(Cc4ccccc4)CC3)c3ccccc3n2)o1	20.0%
C=CCc1c(C)nc2cc(-c3ccc(C)cc3)[nH]n2c1=O	0.0%

structure	RNase H inhibition
CCOC(=O)c1ccc(N2NC(=O)/C(=C/c3cc(OC)c(OC)cc3Br)C2=O)cc1	23.0%
COc1ccc(S(=O)(=O)N(CC(=O)NC(C)C)c2cc(C)cc(C)c2)cc1OC	8.0%
CC(/C=C(\NC(=O)c1ccccc1)C(=O)N/N=C/c1ccc(O)c(O)c1O)=C\c1ccccc1	15.0%
CN(C)c1ccc(/C=C2\C(=O)NC(=O)N(c3cccc(Br)c3)C2=O)o1	10.0%
Cc1ccsc1/C=C1\SC(=O)N(c2ccccc2)C1=O	15.0%
CC(NC(=O)CSc1nnc(-c2cccc(F)c2)n1-c1ccccc1)c1ccccc1 (stereo not drawn)	15.0%
COc1ccccc1C1/C(=C(\O)c2ccc(F)cc2)C(=O)C(=O)N1CCCCCC(=O)O (stereo not drawn)	7.0%
O=C1/C(=C(\O)c2ccccc2)NS(=O)(=O)c2ccccc21	10.0%

structure	RNase H inhibition
COC(=O)c1c(C)oc2ccc(NS(=O)(=O)c3ccc(Cl)cc3)cc12	17.0%
O=C1C(=O)N(CCc2ccccc2)c2ccc(Br)cc21	8.0%
Nc1c(-c2ccccc2)sc(=S)n1-c1ccccc1	12.0%
O=c1[nH]c(O)c(C=Nc2ccc(F)c(F)c2)c(=O)[nH]1	5.0%
CC1=C(C(=O)Nc2ccc(Cl)cc2)C(c2ccccc2Br)NC(=O)N1 (stereo not drawn)	5.0%
COc1ccc(CNc2cccc(C)c2)c2ccccc12	21.0%
Cc1cc(C)n(CC(O)Cn2c3ccccc3c3ccccc32)c(=O)n1 (stereo not drawn)	10.0%
COc1cccc(OC)c1C(=O)NNC(=O)c1ccc(F)cc1	1.0%

structure	RNase H inhibition
Cc1cccc(NC(=O)C2C3C=CC(C4CC34)C2C(=O)O)c1C (stereo not drawn)	9.0%
Cc1ccc2sc(-c3ccc(NC(=O)c4ccc([N+](=O)[O-])cc4)cc3)nc2c1	6.0%
O=C(O)c1ccc(NC(=O)c2ccc(Br)cc2)cc1	5.0%
O=C1/C(=C\c2ccc(-c3ccc(Cl)cc3Cl)o2)SC(=S)N1CCc1ccccc1	7.0%
CC1(/[N+]([O-])=C/c2cccc([N+](=O)[O-])c2)CCCCC1=O (stereo not drawn)	3.0%
Cc1onc(-c2ccccc2)c1C(=O)n1cccn1	0.0%
O=[N+]([O-])c1cccc(C2Nc3c(Cl)cccc3C3C=CCC32)c1 (stereo not drawn)	28.0%
O=C(Nc1ccc(Br)cc1)Nc1cccc(Cl)c1	8.0%

structure	RNase H inhibition
c1ccc(-c2nnc(N3CCOCC3)c3ccccc23)cc1	20.0%
CC(=O)Oc1ccc(C(=O)Nc2cccc(C(=O)O)c2C)cc1	55.0%*
Cc1ccc2c(c1)c(N=NC(=O)COc1cccc(Br)c1)c(O)n2C	12.0%
O=C1C=CC(=O)N1c1cccc([N+](=O)[O-])c1	11.0%
COC(=O)C1=CN(CC2CCCO2)C=C(C(=O)OC)C1c1ccccc1OC (stereo not drawn)	0.0%
O=C(/C=C/c1ccco1)N1CCN(c2ccc(F)cc2)CC1	2.0%
CC(=O)Nc1cccc(NCCC(=O)O)c1	10.0%
Cc1nc2sccn2c1C(=O)NN=C1CCCCC1	0.0%

The last 3 entries of the part before open the next one.
structure	RNase H inhibition
O=C(/C=C/c1ccco1)N1CCN(c2ccc(F)cc2)CC1	2.0%
CC(=O)Nc1cccc(NCCC(=O)O)c1	10.0%
Cc1nc2sccn2c1C(=O)NN=C1CCCCC1	0.0%
O=C(NC(=S)Nc1cccc(NC(=O)c2ccc(Cl)cc2Cl)c1)c1ccc(Cl)cc1	6.0%
Cc1ccnc(NC(=O)COc2ccc(Cl)c(C)c2)c1	2.0%
CCOc1cc(/C=C2/SC(=S)N(C)C2=O)ccc1OCCOc1ccc(C(C)(C)C)cc1	6.0%
Cc1cc(=O)[nH]c(N/N=C/c2ccccc2[N+](=O)[O-])n1	7.0%
CC(C)C(=O)Nc1cccc(-c2nc3ccccc3o2)c1	0.0%
Cc1nc(-c2ccccc2)nc(N/N=C/c2cccc(F)c2)c1C	7.0%
O=C(Nc1cc(Cl)ccc1Cl)c1cccc(I)c1	0.0%
COc1ccc(/C=C/C(=O)Nc2cc3nn(-c4ccc(C)cc4)nc3cc2C)cc1	16.0%

structure	RNase H inhibition
CCOC(=O)/C=C1/NC2(CCCC2)Cc2cc(OC)c(OC)cc21	4.0%
CCOC(=O)C1CCN(C(=O)CCc2ccccc2)CC1	1.0%
CC1=C(C(=O)OC2CCCC2)C(c2cccc(O)c2)C2=C(CC(c3ccccc3)CC2=O)N1 (stereo not drawn)	19.0%
CN1C(=O)C(=Cc2ccc(OCc3ccc(F)cc3)cc2)C(=O)N(C)C1=S	6.0%
C=CCn1c(=O)c(C(=O)Nc2cccc(C)c2)c(O)c2ccccc21	3.0%
Cn1c(O)c(C=NCC2(C)CC(O)CC(C)(C)C2)c(=O)n(C)c1=S (stereo not drawn)	10.0%
O=C1/C(=C/c2ccc(O)cc2)SC(=S)N1c1ccc(Br)cc1	13.0%
Cc1cc(C=O)c(C)n1-c1ccc([N+](=O)[O-])cc1	19.0%

structure	RNase H inhibition
NC(=O)c1ccc(NC(=O)c2ccccc2I)cc1	8.0%
CC(C)COc1ccc(C(=O)Nc2ccccc2[N+](=O)[O-])cc1	6.0%
N#C/C(=C/c1ccc(O)cc1)C(=O)Nc1cccc(Br)c1	4.0%
COc1cccc(C(=O)N2CCN(C3CC4CCC3C4)CC2)c1 (stereo not drawn)	7.0%
CC(=O)NCCSC(=O)c1ccc(F)cc1	0.0%
O=C(CSc1nc2ccccc2[nH]1)Nc1nc2ccccc2s1	7.0%
C=CCOC(=O)C1=C(C)NC(C)=C(C(=O)OCC=C)C1c1ccc(C(=O)OC)cc1	0.0%
O=C(Nc1cccc(Cl)c1)Nc1ccc(I)cc1F	1.0%
O=S(=O)(Nc1ccccc1F)c1cc(Cl)ccc1Cl	4.0%

Screening data from PubChem.
